BAP1 block: human BAP1 deubiquitinase inhibition; Q92560; recombinant BAP1, Ub-AMC hydrolysis fluorescence kinetic; hits give low values; activity remaining (% of control), % at 20 µM; 72,000 tested, 0.48% active;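 active = activity remaining at or below 50% of control, provided the compound also passes the data quality filters; inactive = the rest, including low values that fail the filters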;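 note: 100% = DMSO wells rate and 0% = substrate alone blank rate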
Target sequence (Q92560 whole entry, looked up): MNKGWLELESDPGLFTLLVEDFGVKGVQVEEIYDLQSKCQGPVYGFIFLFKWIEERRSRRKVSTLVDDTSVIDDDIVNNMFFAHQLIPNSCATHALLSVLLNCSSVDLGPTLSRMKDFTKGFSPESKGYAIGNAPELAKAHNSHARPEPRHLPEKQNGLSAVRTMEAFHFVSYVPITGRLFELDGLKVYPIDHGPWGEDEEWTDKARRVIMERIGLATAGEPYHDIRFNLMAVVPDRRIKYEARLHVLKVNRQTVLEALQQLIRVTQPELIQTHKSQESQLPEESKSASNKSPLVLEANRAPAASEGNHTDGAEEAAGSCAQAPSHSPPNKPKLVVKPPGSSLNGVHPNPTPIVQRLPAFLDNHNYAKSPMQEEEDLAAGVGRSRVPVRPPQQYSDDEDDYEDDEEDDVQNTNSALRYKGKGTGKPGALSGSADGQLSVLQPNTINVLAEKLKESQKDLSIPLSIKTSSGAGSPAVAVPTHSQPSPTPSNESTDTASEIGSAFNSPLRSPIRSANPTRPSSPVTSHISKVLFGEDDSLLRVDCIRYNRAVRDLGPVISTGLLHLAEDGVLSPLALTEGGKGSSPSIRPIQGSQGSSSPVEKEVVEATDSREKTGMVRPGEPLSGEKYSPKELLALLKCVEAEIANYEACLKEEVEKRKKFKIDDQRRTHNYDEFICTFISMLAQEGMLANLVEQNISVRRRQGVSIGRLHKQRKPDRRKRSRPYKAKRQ
HePTP inhibitor: blocks human HePTP tyrosine phosphatase; AID 521; inhibition, % at 20 µM; 110,000 tested, 0.64% active; P35236; recombinant HePTP phosphatase activity, OD absorbance; in the data active = inhibition above about 50%;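 note: plate controls were vehicle for no effect and reference inhibitor for full effect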
Target sequence (P35236 whole entry, looked up): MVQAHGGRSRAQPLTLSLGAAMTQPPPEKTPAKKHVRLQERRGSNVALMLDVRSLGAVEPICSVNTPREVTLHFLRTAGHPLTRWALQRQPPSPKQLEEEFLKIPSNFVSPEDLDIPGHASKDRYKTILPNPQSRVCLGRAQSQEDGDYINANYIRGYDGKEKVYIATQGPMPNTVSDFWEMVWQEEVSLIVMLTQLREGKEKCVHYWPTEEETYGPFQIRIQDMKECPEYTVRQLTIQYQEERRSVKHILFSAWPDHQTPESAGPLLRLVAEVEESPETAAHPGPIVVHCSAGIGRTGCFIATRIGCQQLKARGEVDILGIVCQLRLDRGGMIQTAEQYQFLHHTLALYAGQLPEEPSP
* marks the source's active call; other numbers are inactive results; . = not tested or not shown; & = joins results of further samples.

No.	smiles	BAP1 block	HePTP inhibitor
1	NS(=O)(=O)c1ccc(CCNC2CC(=O)N(c3ccc(Cl)cc3)C2=O)cc1 (stereo not drawn)	.	4
2	O=C(c1cc2nc(-c3cccs3)cc(C(F)(F)F)n2n1)N1CCOCC1	.	4
3	COc1ccc(-n2c(O)c(C=Nc3ccc(Cl)cc3)c(=O)[nH]c2=O)cc1	.	2
4	O=C(c1nn2c(c1Cl)NC(c1ccccc1)CC2C(F)(F)F)N1CCOCC1 (stereo not drawn)	59	.
5	COc1cccc(OCCCCSc2ncccn2)c1	96	-6
6	Cn1c(=O)n(C)c2cc(CN3C(=O)OC(C)(C)C3(C)O)ccc21 (stereo not drawn)	76	-14
7	O=C(CCSc1nnc2ccccn12)Nc1ccc(F)cc1	98	4
8	Cc1cc2c(cc1C)CN(c1ccc(C=Nc3ccc(Br)cc3)cc1)C2	.	-30
9	CC(=O)Nc1ccccc1NC(=O)COc1ccc(Br)cc1	.	-1
10	Oc1ccc(Nc2nc(NCC3CCCO3)c3ccccc3n2)cc1 (stereo not drawn)	100	10
11	CCCC(=O)NC(c1cccc([N+](=O)[O-])c1)c1ccc2cccnc2c1O (stereo not drawn)	.	7
12	O=C1c2ccccc2C(=O)C1c1ccncc1	106	3
13	COc1ccc(CCNC(=O)c2ccc3c(=O)n(Cc4ccco4)c(=S)[nH]c3c2)cc1OC	110	-1
14	COc1ccc(N2CCN(c3oc(COc4ccc(Cl)cc4)nc3C#N)CC2)cc1	.	-7
15	O=C(Nc1ccccc1)c1cccc(-c2nnc(-c3ccccc3)o2)c1	111	-2
16	COc1ccc(N(C(=O)c2ccccc2OC)C2C=CS(=O)(=O)C2)c(OC)c1 (stereo not drawn)	103	0
17	Cc1cc(C(=O)N2CCc3ccccc32)c2ccccc2n1	104	2
18	CCCn1c(=O)[nH]c(=O)c2c1nc(-c1ccc3c(c1)OCCO3)n2CCN1CCOCC1	109	2
19	CCCCCCC1C(C#N)=C(N)OC2=C1C(=O)CC(C)(C)C2 (stereo not drawn)	84	-4
20	Clc1ccc(/C=N/Nc2nnc3c(n2)[nH]c2ccc(Br)cc23)c(Cl)c1	.	11

Gathered by group, the compounds so far with a Cl atom.
No.	smiles	BAP1 block	HePTP inhibitor
1	NS(=O)(=O)c1ccc(CCNC2CC(=O)N(c3ccc(Cl)cc3)C2=O)cc1 (stereo not drawn)	.	4
3	COc1ccc(-n2c(O)c(C=Nc3ccc(Cl)cc3)c(=O)[nH]c2=O)cc1	.	2
4	O=C(c1nn2c(c1Cl)NC(c1ccccc1)CC2C(F)(F)F)N1CCOCC1 (stereo not drawn)	59	.
14	COc1ccc(N2CCN(c3oc(COc4ccc(Cl)cc4)nc3C#N)CC2)cc1	.	-7
20	Clc1ccc(/C=N/Nc2nnc3c(n2)[nH]c2ccc(Br)cc23)c(Cl)c1	.	11

(cont.)
No.	smiles	BAP1 block	HePTP inhibitor
21	O=S(=O)(Cc1ccc(Cl)cc1)N1CCN(Cc2ccccc2)CC1	.	8
22	O=C(NCc1ccco1)C1CCCN(S(=O)(=O)c2cnc[nH]2)C1 (stereo not drawn)	98	0
23	Cc1ccccc1Nc1nc(N)nc(COC(=O)CCS(=O)(=O)c2ccccc2)n1	104	10
24	Nc1ccc2oc(CCc3ccccc3)nc2c1	77	3
25	O=C(Nc1ccc(NC(=S)NC(=O)c2ccco2)cc1)c1ccc(Br)cc1	.	-8
26	CN(C(=O)c1ccccc1Cl)C1CCCCC1	84	1
27	Cc1c(C#N)c2nc3ccccc3n2c(=O)/c1=C/c1sc2ccccc2c1O	.	2
28	O=C(Cc1n[nH]c(=O)c2ccccc12)NCCCN1CCCCCC1	.	-6
29	Fc1ccccc1N1CCN(C(c2ccccn2)c2nnnn2C2CCCCC2)CC1 (stereo not drawn)	107	4
30	COC(=O)C(C)N(C(=O)c1cccc(Cl)c1)c1c(C)cccc1C (stereo not drawn)	.	3
31	CC1=NN(c2ccc(S(N)(=O)=O)cc2)C(=O)/C1=C\c1ccc(N(C)C)cc1	.	45
32	Cn1cccc1Cc1nnc(SCC(=O)NC2CCCCC2)n1CCc1ccccc1	87	-6
33	Cc1occc1C(=O)N/N=C/C1CC=CCC1 (stereo not drawn)	.	-6
34	CC(C)N1CCc2c(sc3nc(SCc4ccc(Cl)cc4)n(-c4ccccc4)c(=O)c23)C1	.	7
35	O=C(Cn1nc(Cc2ccncc2)c2ccccc2c1=O)N1CCN(C(=O)c2ccco2)CC1	98	4
36	CC(C)(CO)NS(=O)(=O)c1ccc2c(c1)oc(=O)c1cc(S(=O)(=O)NC(C)(C)CO)ccc12	75	6
37	CC(C)(O)C#Cc1ccc(C(=O)N2CCC(C(N)=O)(N3CCCCC3)CC2)cc1	97	3
38	O=C(CCNS(=O)(=O)c1cccc2nsnc12)N1CCN(c2ccccn2)CC1	105	-4
39	O=C(NC(Nc1ccccn1)C(Cl)(Cl)Cl)c1ccccc1 (stereo not drawn)	.	-3
40	COC(=O)C1=C(C)NC(=O)CC1c1ccccc1C(F)(F)F (stereo not drawn)	.	-1
41	Cc1ccc(C)c(-n2c(CNc3ccc(F)cc3)nnc2SCC(N)=O)c1	162	3
42	COc1ccc(C2C(C(C)=O)=C(C)N=c3s/c(=C\c4ccco4)c(=O)n32)c(OC)c1 (stereo not drawn)	46*	6
43	Cc1ccc(C2=C/C(=C/c3ccccn3)C(=O)O2)c(C)c1	.	5
44	Cc1c(-c2nc(N)nc(Nc3ccc(F)cc3)n2)oc2ccccc12	105	11
45	COc1ccccc1N(CC(=O)NCCc1ccccc1)S(C)(=O)=O	88	10
46	Cc1ccc(NC(=O)C2CCCN(S(=O)(=O)c3cnc[nH]3)C2)cc1F (stereo not drawn)	97	11
47	O=C(NCCCN1CCOCC1)C1CC(=O)N(CCc2ccccc2)C1 (stereo not drawn)	104	7
48	Cc1ccc(-c2cc(C(=O)Nc3nccs3)c3ccccc3n2)o1	.	17
49	O=C(NN1C(=O)/C(=C/c2ccc(O)c(O)c2)SC1=S)c1ccc(Br)cc1	.	1
50	Cc1ccc(OCc2nc(-c3ccccn3)no2)c(Br)c1	91	0&7
51	COc1ccccc1N1CCN(/N=C(/C)c2ccc(Br)cc2)CC1	.	6
52	O=C(NCCCN1CCOCC1)C(C(=O)c1ccccc1)n1ccccc1=O (stereo not drawn)	102	-1
53	Clc1ccc(-c2noc(-c3ccccc3Br)n2)cc1	.	4
54	CCC(C)(C)n1nnnc1C(c1ccc(O)c(OC)c1)N1CCN(c2nc3ccccc3s2)CC1 (stereo not drawn)	88	6
55	Cc1ccc(CNC(=O)Nc2cccs2)cc1	106	7
56	Cn1cccc1C(=O)NC(=O)CSc1nc2ccccc2s1	115	8
57	Cc1cc2c(=O)n(C)c(SCC(=O)c3cc4ccccc4o3)nc2s1	61	0
58	O=C(COC(=O)Cc1cn2ccsc2n1)NCc1ccc2c(c1)OCO2	108	-11
59	Cc1ccc(/C=N/NC(=O)c2cccnc2)o1	.	-1
60	O=C(NCCCn1ccnc1)c1noc2c1CCCC2	108	6
61	CN1CCN(c2ccccc2NC(=O)Cc2cn(C)c3ccccc23)CC1	93	-6
62	CCCN1C(=O)c2ccccc2NC1c1ccc(OC)c(COc2ccccc2F)c1 (stereo not drawn)	.	5
63	Cn1c(C(=O)OC(C(=O)NC2CCCC2)c2ccncc2)cc2sccc21 (stereo not drawn)	87	3
64	CCOC(=O)C(=CNCCC(=O)O)C(=O)OCC	.	-1
65	CCOc1ccc2c(=O)c(-c3ccc(F)cc3)c(C)oc2c1	150	.
66	O=C(Nc1ccc2nn(-c3ccccc3)nc2c1)c1ccc(Br)o1	101	8
67	CCC1(C)C2(C#N)C(N)=NC(OC)(OC)C12C#N (stereo not drawn)	.	5&1
68	CCS(=O)(=O)N1Cc2ccccc2CC1C(=O)Nc1nc2ccccc2[nH]1 (stereo not drawn)	112	4
69	COc1cc(C2C3=C(CC(C)(C)CC3=O)OC3=C2C(=O)CC(C)(C)C3)ccc1Oc1nc2c(c(=O)n(C)c(=O)n2C)n1C	.	12
70	COc1ccccc1-n1nc(C(=O)Nc2ccc3c(c2)OCO3)c2ccccc2c1=O	80	5
71	CC(=O)Nc1ccccc1C(=O)N1CCC(Cc2ccccc2)CC1	.	6
72	COc1cccc(C(=O)Nc2cccc(-c3cc4ccccc4oc3=O)c2)c1	.	-16
73	CN(C)Cc1nc2ccccc2c(=O)n1Cc1nc(C(C)(C)C)cs1	92	-4
74	O=C(CN(c1ccc(Br)cc1)S(=O)(=O)c1ccccc1)NC1CC2CCC1C2 (stereo not drawn)	.	9
75	O=Cc1cccc(OCc2ccc(Cl)cc2Cl)c1	.	-12
76	CCOc1ccccc1CN1CCN(Cc2cc(OC)ccc2O)CC1	.	6
77	COc1cccc(C2CC(c3ccccc3)Nc3nc(N)nn32)c1 (stereo not drawn)	89	-4
78	CCCCCn1c(SCC(=O)OC)nc2c1c(=O)[nH]c(=O)n2C	92	-5
79	O=C(Nc1ccccc1N1CCCCC1)c1cccs1	69	5
80	CC(C)(C)C(=O)Nc1ccc(Cl)cc1C(=O)O	.	-10

(listing goes on)
No.	smiles	BAP1 block	HePTP inhibitor
81	Nc1ccccc1SCc1cn2cccnc2n1	97	-6
82	CCOC(=O)CSc1nc(-c2ccc(OC)cc2)ns1	107	2
83	O=C(Nc1ccc2c(c1)OCO2)c1nn2c(C(F)(F)F)cc(-c3ccccc3)nc2c1Br	70	.
84	COCc1nnc(NC(=O)CCc2ccccc2)s1	78	-9
85	Cc1cc(OC(=O)c2ccc(Cl)c([N+](=O)[O-])c2)ccc1C(C)C	.	0
86	CC(C)CNC(=O)c1ccc(I)cc1	.	7
87	O=[N+]([O-])c1ccccc1S(=O)(=O)NCc1ccc(F)cc1	.	5
88	O=C(/C=C/c1c(Cl)cccc1Cl)c1ccc2c(c1)OCCO2	.	7
89	CCOC(=O)C1(O)CSc2nc3sc(C(=O)O)c(C)c3c(=O)n21 (stereo not drawn)	77	-3
90	O=C(Nc1cccc(O)c1)c1ccc([N+](=O)[O-])cc1Cl	90	.
91	COc1c(C(=O)N2CCCC2)ccc2ccccc12	.	1
92	O=C1c2cccc3cccc(c23)C(=O)N1CC1CCN(CC(O)COCc2ccc3c(c2)OCO3)CC1 (stereo not drawn)	187	.
93	CCc1cc(C(=O)OC)c(NC(=O)c2cc(Br)cs2)s1	55	9
94	COCc1cc(C)nc(Nc2ccccc2C)c1C#N	92	-3
95	O=C(CCCNS(=O)(=O)c1cccc2nsnc12)NC1CCCCC1	91	2
96	CCCC(=O)N(c1ccc2oc(=O)sc2c1)S(=O)(=O)c1ccccc1	107	6
97	CCn1c(=N)n(CCO)c2ccccc21	103	7
98	O=C(O)c1cccc(-c2ccc(C=C3C(=O)c4ccccc4C3=O)o2)c1	.	98*
99	O=C(NCc1ccc2c(c1)OCO2)C1CCCN(S(=O)(=O)c2cccnc2)C1 (stereo not drawn)	96	5
100	C/C(N)=C(/C#N)C(=O)CSc1ccc2c(c1)OCCO2	110	5
101	COC(=O)c1ccc(/C=C2/SC(=S)N(C)C2=O)cc1	.	11
102	COc1ccc2nc3sc(C(=O)N4CCN(C)CC4)cc3cc2c1	99	5
103	O=C(O)C1=C2C(=O)Nc3cccc(c32)C2(C1)C(=O)Nc1ccccc12 (stereo not drawn)	.	10
104	CC(C)OCCCNC(=O)C(=O)Nc1cccc(Cl)c1Cl	.	39
105	Cc1ccc(C(=O)c2c(N)sc3c2CCCC3)cc1	.	10
106	CC(O)c1ccc2c(c1)OCCOCCN(C)CCOCCO2 (stereo not drawn)	106	1
107	CCCS(=O)(=O)N1CCCC(C(=O)NC(C)c2ccc3c(c2)OCCO3)C1 (stereo not drawn)	108	8
108	Cc1ccc(NC(=O)c2sc3ccccc3c2Cl)nc1	.	-9
109	O=S(=O)(NC1CCCCCCC1)c1ccc(F)cc1	.	4
110	CN(c1ccccc1)S(=O)(=O)c1ccc(C(=O)OCC(=O)N2CCOCC2)cc1	78	5
111	O=C(NCc1ccc2c(c1)OCO2)c1ccc(CS(=O)(=O)c2ccc(Br)cc2)o1	99	11
112	O=C1N(Cc2ccc3c(c2)OCO3)c2ccccc2C1(O)c1c[nH]c2ccccc12 (stereo not drawn)	87	10
113	Cn1c(SCC(=O)c2ccc(Cl)cc2)nc2c1c(=O)[nH]c(=O)n2C	112	.
114	CCOC(=O)c1c(NC(=O)c2c(Cl)ccc(Cl)c2OC)sc2c1CCCC2	.	2
115	CCCC(=O)Nc1ccc(C)cc1[N+](=O)[O-]	.	-10
116	CCOC(=O)N1CCC(N(CCCOC)C(=O)Nc2ccc(CC)cc2)CC1	86	-6
117	COc1cccc(NC(=O)CN(c2ccc(Br)cc2)S(C)(=O)=O)c1	.	4
118	Cc1ccc(CNC(=O)c2oc3ccc(S(=O)(=O)N4CCC5(CC4)OCCO5)cc3c2C)cc1	.	4
119	CC(C)c1cc(CN(C)C)cc(C(C)C)c1O	.	4
120	Cc1c(CN2CCCCC2C)c(=O)n(-c2ccccc2)n1C (stereo not drawn)	92	-2
121	O=c1c2c3c(sc2ncn1/N=C/c1cccs1)CCCC3	.	-2
122	CCCNS(=O)(=O)c1ccc(CCC(=O)N2CCOCC2)cc1	79	8
123	O=C1C(Cl)=C(Nc2ccc(F)cc2)C(=O)N1c1cccc(Cl)c1	.	7
124	Cn1c(O)c(N=NC(N)=O)c2ccccc21	.	8
125	Cc1ccc(Nc2ncnc3ccc(Br)cc23)cc1C	.	10
126	COc1cc(OC)cc(C(=O)N2CCN(Cc3ccco3)CC2)c1	.	-4

Five compounds picked at random from the list so far, as already listed:
No.	smiles	BAP1 block	HePTP inhibitor
123	O=C1C(Cl)=C(Nc2ccc(F)cc2)C(=O)N1c1cccc(Cl)c1	.	7
126	COc1cc(OC)cc(C(=O)N2CCN(Cc3ccco3)CC2)c1	.	-4
124	Cn1c(O)c(N=NC(N)=O)c2ccccc21	.	8
125	Cc1ccc(Nc2ncnc3ccc(Br)cc23)cc1C	.	10
122	CCCNS(=O)(=O)c1ccc(CCC(=O)N2CCOCC2)cc1	79	8

Random draw from the library; 0.95% or so of the library scored in one or more.
